LDHA block – qHTS assay for inhibitors of human lactate dehydrogenase; L-lactate dehydrogenase A chain (Homo sapiens), P00338; purified LDHA, NADH/diaphorase-resazurin fluorescence; hits give low values; activity change, % (values are at about 110 or 230 µM); 480,000 tested, 0.15% active; AID 1347041, 2019; in the data active means activity change below about -30%; inconclusive means mostly about -25% to -30%;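 further: plate controls were DMSO wells for no effect and wells without enzyme for full effect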
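Remaining NADH was detected by diaphorase (0.133 mg/mL) converting 37 µM resazurin to fluorescent resorufin, read at 0 and 20 minutes. The preceding 5-minute room-temperature reaction used 2 nM LDHA, 0.2 mM sodium pyruvate and 0.06 mM NADH at pH 7.4.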
Vif-A3F inh – qHTS for Inhibitors of Vif-A3F Interactions: qHTS. HeLa A3F-eYFP + Vif (tagged APOBEC3F with the HIV-1 protein that degrades it), YFP fluorescence increase. Potency, µM (top dose mostly 46.1 µM), without a hit: top-dose activity, negative = active. 390,000 tested, 0.2% active. AID 602313, 2012; further: potency means the concentration at half of the fitted maximal effect; % of control where 0% means no effect; nearly all actives have a fitted effect of over 65% in size
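Fluorescence increase (Ex 488/Em 500-530) after overnight compound treatment at 37 deg C flags inhibition of Vif-driven A3F-eYFP loss in stable HeLa A3F-eYFP/Vif cells seeded overnight beforehand.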
mIDH1 inhibitor – qHTS for Inhibitors of mutant isocitrate dehydrogenase 1 (IDH1): qHTS | 390,000 tested, 0.093% active | Potency, µM (highest dose often 76.6 µM), for the others: top-dose activity change, negative = inhibition, most hits filed as inhibitors | IDH1-R132H enzyme, NADPH consumption, diaphorase/resazurin fluorescence | Isocitrate dehydrogenase [NADP] cytoplasmic (Homo sapiens), O75874; further: potency means the concentration at half of the fitted maximal effect; on the % scale 0 is the no-effect control and ±100 the full control effect; nearly all actives have a fitted effect of over 65% in size
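IDH1-R132H (0.5 ug/mL) preincubated 30 min with compound, then NADPH (0.016 mM) and alpha-KG (2 mM) added; 80 min at RT, pH 7.5. Remaining NADPH coupled via diaphorase/resazurin to fluorescence (540/590 nm); concentration-response curves normalized to no-enzyme control.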
Vif-APOBEC3G blk – qHTS for Inhibitors of Vif-A3G Interactions: qHTS. HeLa A3G-eYFP + Vif (tagged APOBEC3G with the HIV-1 protein that degrades it), YFP fluorescence, overnight. Potency, µM (top dose mostly 46.1 µM), for the others: at the highest dose activity, negative = active, actives largely listed as inhibitors. 410,000 tested, 0.076% active. AID 602310, 2012;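 further: potency means the concentration at half of the fitted maximal effect; on the % scale 0 is the no-effect control and ±100 the full control effect; nearly all actives have a fitted effect of over 60% in size; hits raise eYFP signal because A3G escapes Vif-driven loss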
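HeLa cells stably expressing Vif and C-terminally eYFP-tagged A3G, seeded overnight at 37 deg C, then exposed to compound by pintool overnight at 37 deg C. Rise in yellow fluorescence (Ex 488/Em 500-530, Acumen) marks blocked Vif-driven A3G degradation.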
RXFP1 ag – qHTS Assay for Agonists of the Relaxin Receptor RXFP1; Relaxin receptor 1 (Homo sapiens), Q9HBX9; HEK293T-RXFP1 cAMP TR-FRET, 30 min; response scale: percent of porcine relaxin response, buffer zero; Potency, µM (doses to about 57.5 µM), for inactives: at the top dose activation, actives largely listed as activators; 370,000 tested, 0.3% active; further: potency means the concentration at half of the fitted maximal effect; on the % scale 0 is the no-effect control and ±100 the full control effect; nearly all actives have a fitted effect of over 60% in size; many of its hits are not listed in these tables
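cAMP rise read by TR-FRET after 30 min, 37C compound exposure (up to 58 uM) in RXFP1-transfected HEK293 cells with Ro 20174 present. EC50 from Hill-equation fits, with 29 nM porcine relaxin as 100% and buffer as basal.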
GRP78 ERSR act – qHTS for Inducers of the Endoplasmic Reticulum Stress Response (ERSR) in Human Glioma: qHTS | U87-MG GRP78 promoter luciferase reporter, 16 h | Potency, µM, inactives show at the highest dose activation, actives largely listed as activators | 420,000 tested, 0.02% active; further: potency means the concentration at half of the fitted maximal effect; series mostly up to about 76 µM; % of control where 0% means no effect; nearly all actives have a fitted effect of over 35% in size
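Stably transfected U87-MG glioma cells carrying a GRP78-based luciferase sensor; 16 h compound incubation. Luminescence end-point read 10 min after Bright-Glo addition at room temperature.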
PI4K2A inh – qHTS for small molecular inhibitors of PI4K2A | Phosphatidylinositol 4-kinase type 2-alpha (Homo sapiens), Q9BTU6 | purified PI4K2A, ADP-Glo luminescence, 1 h; hits give low values | activity change, negative = inhibition, % at 76.9 µM | 420,000 tested, 0.13% active | AID 1346378, 2018; in the data active means activity change below about -50%; inconclusive means mostly about -30% to -49%;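 further: -100% = wells without enzyme as full effect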
Target sequence (Q9BTU6 whole entry, looked up): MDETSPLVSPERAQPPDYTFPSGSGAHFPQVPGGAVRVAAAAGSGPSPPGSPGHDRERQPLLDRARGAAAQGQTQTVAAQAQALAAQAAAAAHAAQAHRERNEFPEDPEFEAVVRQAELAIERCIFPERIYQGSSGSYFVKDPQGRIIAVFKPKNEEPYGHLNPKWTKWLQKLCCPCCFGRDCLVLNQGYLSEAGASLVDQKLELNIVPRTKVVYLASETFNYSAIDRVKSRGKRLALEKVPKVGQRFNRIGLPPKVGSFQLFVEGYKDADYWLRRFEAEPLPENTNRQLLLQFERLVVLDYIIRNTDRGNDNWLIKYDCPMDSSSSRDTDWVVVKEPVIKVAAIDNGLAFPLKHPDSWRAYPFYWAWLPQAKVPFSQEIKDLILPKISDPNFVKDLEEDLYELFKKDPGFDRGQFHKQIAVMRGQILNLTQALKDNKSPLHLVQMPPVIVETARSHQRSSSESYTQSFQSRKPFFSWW
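In this quantitative HTS, ADP production by PI4K2A was quantified luminescently after 1 h at ambient temperature; 100 microM adenosine served as plate-quality control.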
TrxR1 substrate – qHTS Assay for Substrates of Mammalian Selenoprotein Thioredoxin Reductase 1 (TrxR1): qHTS; Thioredoxin reductase 1, cytoplasmic (Rattus norvegicus), O89049; purified TrxR1 substrate turnover, NADPH consumption readout; Potency, µM (doses to about 114 µM), without a hit: at the highest dose activity change, negative = substrate turnover; 390,000 tested, 0.01% active; AID 588456, 2011; further: potency means the concentration at half of the fitted maximal effect; on the % scale 0 is the no-effect control and ±100 the full control effect; nearly all actives have a fitted effect of over 50% in size
Target sequence (O89049 whole entry, looked up): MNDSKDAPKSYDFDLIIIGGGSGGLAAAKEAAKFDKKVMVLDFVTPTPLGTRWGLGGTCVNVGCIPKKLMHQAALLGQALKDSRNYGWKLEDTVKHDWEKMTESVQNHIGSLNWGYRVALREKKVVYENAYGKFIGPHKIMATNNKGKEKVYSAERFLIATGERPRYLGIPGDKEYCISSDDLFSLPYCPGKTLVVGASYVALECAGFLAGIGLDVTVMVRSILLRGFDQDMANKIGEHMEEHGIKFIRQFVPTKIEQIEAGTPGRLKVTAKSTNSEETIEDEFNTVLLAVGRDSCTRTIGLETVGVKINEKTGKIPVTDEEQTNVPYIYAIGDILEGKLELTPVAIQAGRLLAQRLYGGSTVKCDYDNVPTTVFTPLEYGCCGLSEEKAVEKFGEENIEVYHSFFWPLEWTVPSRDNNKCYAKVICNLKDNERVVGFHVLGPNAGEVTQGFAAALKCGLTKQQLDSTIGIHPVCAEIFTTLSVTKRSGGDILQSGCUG
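Rat TrxR1, dispensed at 90 nM, was prereduced with 400 uM NADPH (final) for 5 min at ~22 deg C, then incubated with compound 15 min before 400 uM selenite. A first-read NADPH fluorescence drop versus no-compound background flagged substrates.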
USP1-UAF1 inh – Inhibitors of USP1/UAF1: Primary Screen; recombinant USP1/UAF1, Ub-Rhodamine cleavage fluorescence; Potency, µM (highest dose often 57.1 µM), for the others: top-dose activity change, negative = inhibition, actives largely listed as inhibitors; AID 743255, 2014; 390,000 tested, 0.23% active; further: potency means the concentration at half of the fitted maximal effect; on the % scale 0 is the no-effect control and ±100 the full control effect; nearly all actives have a fitted effect of over 60% in size; inactives centre near -12
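Step one: compound is pinned into 1nM USP1/UAF1 in HEPES pH 7.8 buffer with TCEP. Step two: 15 min room-temperature incubation. Step three: Ub-Rho (150nM final) starts cleavage, tracked by fluorescence over six one-minute reads.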
Numbers without * were called inactive; u = inconclusive; x = not tested or not shown; [ ] = remark or other dose. Unless noted, the call rests on the fitted dose curve; in most records, active means well fitted curve in the direction sought with a large enough effect; inconclusive means small, poorly fitted or top-dose-only effect, or another doubt; inactive means no such curve, though single readings can be large; an effect the other way counts as inactive or inconclusive. A portion of the library, so the mix of outcomes need not match the whole.

compound	LDHA block	Vif-A3F inh	mIDH1 inhibitor	Vif-APOBEC3G blk	RXFP1 ag	GRP78 ERSR act	PI4K2A inh	TrxR1 substrate	USP1-UAF1 inh
COc1ccc(NC(=O)CN2C(=O)COc3ccccc32)cc1OC	-3	-1%	3%	-4%	-1.2%	-2%	-1	9%	-6%
COc1cc(OC)c(OC)cc1CN1CCN(S(=O)(=O)c2ccc(NC(C)=O)cc2)CC1	9	6%	7%	0%	-1.5%	-3%	-2	-15%[57.1 µM]	-9%
COc1cccc(/C=C2\CC(C)Cc3c2nc2ccccc2c3C(=O)O)c1OC (configuration not stated)	10	5%	0%	0%	-0.3%	2%	-4	-1%	-10%
Cc1ccccc1OCc1nc(-c2ccc(NC(=O)c3ccco3)cc2)no1	-8	-1%	2%	0%	1.6%	-6%	4	17%	-4%
CCN(CC)S(=O)(=O)c1ccc(S(=O)(=O)N(CC(=O)Nc2ccccc2)CC2CCCO2)cc1 (configuration not stated)	4	2%	4%	2%	x	-6%	-5	8%	-16%
NNC(=O)CN1C(=O)C2(OCCO2)c2ccccc21	-4	-4%	7%	-2%	x	-2%	2	x	u
O=C(C1CC1)N1CCN(c2nc3c(Cl)cccc3s2)CC1	-15	1%	14%	5%	0.2%	-1%	-1	4%[57.1 µM]	-15%
COc1ccc(-c2ccc(Nc3ccc(S(=O)(=O)N4CCCC4)cc3)nn2)cc1OC	-8	-10%	-1%	-4%	0.0%	-5%	2	-13%	-11%
C=CCN(C(=O)c1csnn1)C(C(=O)NCc1ccc(F)cc1)c1cccs1 (configuration not stated)	-3	10%	0%	-5%	-1.1%	2%	2	1%	-13%
Cc1ccc2oc(=O)c3cnn(CC(=O)N4CCCc5ccccc54)c3c2c1	-3	0%	-2%	5%	-0.7%	-2%	3	-7%[57.1 µM]	-10%
CC(=O)N1c2ccc(F)c(F)c2C[C@H]1C	0	1%	-3%	3%	0.2%	-4%	1	2%	12%
O=C(Nc1ccccn1)c1ccc(S(=O)(=O)N2CCCCCC2)cc1	-4	-12%	0%	2%	-1.6%	1%	-7	1%	-2%
CCN(C(=O)CSc1ncn[nH]1)c1cccc2ccccc12	-11	x	12%	-1%	1.0%	-3%	1	1%	-19%
CCOc1ccc(NC(=O)Cn2nnc(C(=O)NCCc3ccc(OC)c(OC)c3)c2N)cc1	1	-5%	-4%	-1%	1.4%	-1%	0	12%[57.1 µM]	-11%
CCCCN(C(=O)c1ccccc1Cl)C(CC(C)C)c1nc2ccccc2[nH]1 (configuration not stated)	-7	x	x	-9%	x	-2%	4	x	x
Cc1cccc(C)c1OCC(=O)N/N=C/C=C/c1ccco1	1	-25%	1%	u	0.4%	8%	-3	-5%	-10%

Given with values under each structure: entries from further up.
Values run as follows: LDHA block | Vif-A3F inh | mIDH1 inhibitor | Vif-APOBEC3G blk | RXFP1 ag | GRP78 ERSR act | PI4K2A inh | TrxR1 substrate | USP1-UAF1 inh
> CC(=O)N1c2ccc(F)c(F)c2C[C@H]1C
→ 0 | 1% | -3% | 3% | 0.2% | -4% | 1 | 2% | 12%
> O=C(Nc1ccccn1)c1ccc(S(=O)(=O)N2CCCCCC2)cc1
→ -4 | -12% | 0% | 2% | -1.6% | 1% | -7 | 1% | -2%

The list goes on:
compound	LDHA block	Vif-A3F inh	mIDH1 inhibitor	Vif-APOBEC3G blk	RXFP1 ag	GRP78 ERSR act	PI4K2A inh	TrxR1 substrate	USP1-UAF1 inh
CCCC(=O)N1CCCC1(C)C(=O)N(C)Cc1cccc2ccccc12 (configuration not stated)	-2	x	x	-7%	x	-2%	-6	x	x
CCCN1CCN(CC(=O)Nc2nc3ccccc3s2)CC1	-3	13%	-11%	3%	-2.4%	0%	1	4%	-18%
Cc1cc(C)c[n+](CC(=O)c2c(C)cc(C)c([N+](=O)[O-])c2C)c1	3	0%	-4%	4%	1.2%	-3%	2	1%	-8%
Cc1ccn2c(NC(=O)c3ccccc3)c(-c3cccs3)nc2c1	-4	-4%	11%	-9%	-3.9%	2%	-9	5%	-11%
COc1ccc(/C=C/C(=O)c2ccc3c4c(cccc24)CC3)cc1	1	2%	4%	-27%	-1.1%	0%	5	-2%	-24%
CC1CCCN(C(=O)CCCNC(=O)c2ccc(Cl)cc2)C1 (configuration not stated)	0	3%	8%	-5%	x	-2%	6	0%	-17%
COC(=O)c1cn(NC(=O)c2ccc([N+](=O)[O-])cc2Cl)c(=O)c2ccccc12	-3	-22%	4%	0%	-1.0%	-2%	7	-18%[57.1 µM]	-11%
O=C(N/C(=C/c1ccc(Br)cc1)C(=O)N1CCCC1=O)c1ccco1	-7	-1%	10%	-13%	-1.6%	-6%	7	6%	-17%

A run of entries from the list above:
compound	LDHA block	Vif-A3F inh	mIDH1 inhibitor	Vif-APOBEC3G blk	RXFP1 ag	GRP78 ERSR act	PI4K2A inh	TrxR1 substrate	USP1-UAF1 inh
CC1CCCN(C(=O)CCCNC(=O)c2ccc(Cl)cc2)C1 (configuration not stated)	0	3%	8%	-5%	x	-2%	6	0%	-17%
COC(=O)c1cn(NC(=O)c2ccc([N+](=O)[O-])cc2Cl)c(=O)c2ccccc12	-3	-22%	4%	0%	-1.0%	-2%	7	-18%[57.1 µM]	-11%
O=C(N/C(=C/c1ccc(Br)cc1)C(=O)N1CCCC1=O)c1ccco1	-7	-1%	10%	-13%	-1.6%	-6%	7	6%	-17%

(continued)
Structure	LDHA block	Vif-A3F inh	mIDH1 inhibitor	Vif-APOBEC3G blk	RXFP1 ag	GRP78 ERSR act	PI4K2A inh	TrxR1 substrate	USP1-UAF1 inh
CC(=O)C1=CCC(c2cccs2)N(S(=O)(=O)c2ccc(C)cc2)C1 (configuration not stated)	-6	x	x	-11%	x	-6%	4	x	x
CC(Sc1nnc(C2CC2)n1C1CC1)C(=O)Nc1ccc(C(N)=O)cc1 (configuration not stated)	1	-6%	-1%	-9%	-1.8%	-2%	-1	2%	-10%
Cc1nnsc1SCCNC(=O)Nc1ccc(Cl)cc1	-6	-7%	-8%	-1%	-1.1%	0%	0	-5%	-18%
Fc1ccc2c(c1)C(c1ccncc1)=NNC(c1ccc(Br)cc1)=N2	-3	2%	1%	-5%	1.9%	-3%	0	-1%	-15%
CCCCc1ccc(S(N)(=O)=O)cc1	-8	-7%	0%	-6%	-0.7%	2%	0	2%	-5%
COc1ccc(/C=N/NC(=O)c2nnn(-c3nonc3N)c2CN(C)c2ccccc2)cc1	2	1%	-11%	1%	-1.4%	1%	6	-7%	-9%
CS(=O)(=O)N(CC(=O)Nc1ccc(F)c(F)c1)c1cccc([N+](=O)[O-])c1	-1	0%	6%	1%	0.7%	-4%	3	-8%	-23%
CC(C)N(Cc1ccccc1)C(=O)CN1C(=O)NC2(CCCCCC2)C1=O	-6	3%	3%	0%	-0.8%	-4%	5	0%	-9%
COc1cccc(COc2ccc(N(C)S(=O)(=O)c3ccccc3)cc2)c1	-4	5%	-3%	4%	0.4%	4%	-15	5%[0.0914 µM]	-2%
Cc1ccc(S(=O)(=O)N(C)c2ccc(C(=O)NCC(c3cccs3)N3CCOCC3)cc2)cc1 (configuration not stated)	-10	-1%	0%	1%	0.0%	-7%	-4	-5%	-3%
CC(C(=O)N1CCN(c2ccc(Cl)cc2)CC1)c1ncc(C(F)(F)F)cc1Cl (configuration not stated)	1	-5%	8%	1%	-0.3%	6%	2	-14%	-3%
CCC(C)C(NC(=O)OC(C)(C)C)C(=O)NC(C)C(N)=O (configuration not stated)	0	0%	10%	5%	0.0%	-4%	-1	-1%	-21%
COc1ccc(-c2[nH]nc3c2C(c2ccncc2)C(C#N)=C(N)O3)cc1 (configuration not stated)	5	x	3%	-6%	0.2%	2%	-19	-1%	-18%
CCc1cccc(OC2OC(CO)C(O)C(O)C2NC(C)=O)c1 (configuration not stated)	-4	6%	-1%	-1%	0.9%	0%	-3	-1%[57.1 µM]	-9%

Bioassay records from PubChem.
